Source: PubChem (several laboratories)
Insulin prom up: MIN6 insulin promoter up-regulation; z-score at 5 µM; 190,000 tested, 0.3% active; MIN6 insulin promoter-GFP reporter, high-content imaging; stronger effect = higher value;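 active = z-score above 3 at 5 µM with at least 500 cells counted in the well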
TNAP activation fold: human TNAP enzyme activators, primary screen, biochemical, luminescent, no phosphate acceptor, uHTS (AID 1001). one-dose activation fold at 20 µM; EC50 in µM for titrated hits. purified TNAP, luminescent activation assay, no phosphate acceptor; higher activation fold means a stronger effect. 200,000 tested, 0.03% active; in the data active = activation fold from about 3, or a potency from the dose series; inactive = the rest, 99 in 100 with activation fold below about 1.6; also: many of its hits are not listed in these tables
Dynein transport: blocks dynein driven cargo transport along microtubules. 3617.4 mouse cells, GR-EGFP nuclear translocation imaging; test concentration mostly 20 µM; stimulated with dexamethasone, 1 µM; stronger effect = lower value. z-score, hits read low. 220,000 tested, 0.47% active;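 active = plate z-score of nuclear minus cytoplasmic receptor signal below a set negative limit, without overly bright fluorescence or cell loss, cut at about -3.5 in these data, passing the limit was not always enough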;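 also: z-score of nuclear minus cytoplasmic ring GR-EGFP intensity difference per well; some compounds called inactive have numbers as strong as hits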
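medium = tetracycline-free induction medium containing charcoal-stripped FBS | also added = 1.0 µM final dexamethasone stimulus | schedule = 48 h induction, 1 h compound, 30 min dex at 37 °C | technique = fixed, Hoechst-stained cells imaged at 10x for EGFP | measure = GR-EGFP nuclear translocation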
Hep lipid drop: hepatic lipid droplet formation modulation; AML12 mouse hepatocytes, oleate lipid droplets, BODIPY imaging; inhibition, % at 6.5 µM; 240,000 tested, 0.4% active;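 active = lipid droplet intensity inhibited by at least 50%, with more than 500 cells counted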
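Technique: fluorescence imaging, 20x objective, two fields per well / Assay system: AML12 hepatocytes (mouse) / Measure: % inhibition of lipid droplet signal / Doses: 6.5 µM single-point dosing / Incubation: overnight exposure / Reagent: 100 µM oleic acid challenge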
T cell HTS: T cell immune modulators affecting CD8 T cell-vesicle binding; 2C CD8+ T cell-vesicle binding, flow cytometry; stronger effect = lower value; calls only at 7 µM; 330,000 tested, 0.068% active; AID 2052;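 active = response, share of CD8 T cells binding vesicles, and their 90th percentile fluorescence all below set limits, cut at about 80% in these data, passing the limit was not always enough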
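Test system: purified 2C TCR transgenic mouse naive CD8+ T cells. Probe or stimulus: QL9-peptide-loaded Drosophila micro-vesicles bearing Ld, ICAM-1 and B7-1. Incubation: binding step 1.5 h, 37 °C, antibody labelling 20 min, ice. Measured by: flow cytometry of vesicle-bound cells.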
bCat nuc transl: modulators of beta-catenin nuclear translocation | AID 1665 | 190,000 tested, 0.3% active | HeLa beta-catenin nuclear translocation, immunofluorescence imaging | nuclear translocation activity, % at 5 µM;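 active = nuclear translocation activity above 50% at 5 µM, with a well cell count of 50 or more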;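 also: per-cell ratio of nuclear to cytoplasmic median beta-catenin stain intensity; plate controls were DMSO negative control for no effect and GSK-3 inhibitor IX positive control for full effect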
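Technique: fluorescence imaging of beta-catenin antibody stain plus DAPI / Material: human HeLa cell line / Incubation: compound treatment 24 h, 37°C, 5% CO2 / Read-out basis: % activation of per-cell nuclear versus cytoplasmic median beta-catenin signal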
Myeloid diff MLP: promotes myeloid progenitor differentiation. ER-HoxA9 myeloid progenitors, lysozyme-GFP differentiation, flow cytometry. calls only at 10 µM. 360,000 tested, 1% active. AID 624256;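 active = normalized GFP-positive differentiation at or above the plate's own cutoff, the solvent-only control mean plus 3 SD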;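 also: cells exposed to compound for four days before flow analysis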
MT stabilize HCS: stabilizes microtubules in HeLa cells; HeLa tubulin immunostaining HCS, 24 h; share of cells brighter than vehicle mean+2SD; % tubulin-high responders, % at 10 µM; 200,000 tested, 0.83% active;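 active = plate Z-score above 3 for both tubulin-high and condensed-nucleus cell shares, with cell loss under 80%, at 10 µM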;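 also: anti alpha tubulin signal scored within the nucleus-defined area of each cell; some results filed as inactive read as strong as hits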
human PMI inhibition: MPI enzyme activity inhibition – biochemical, fluorescence intensity, coupled assay, primary screen (AID 1209). purified PMI enzyme, coupled fluorescence intensity; higher % means a stronger effect. inhibition, % at 20 µM; hits with a dose series show IC50 in µM. 190,000 tested, 0.42% active; in the data active = inhibition above about 50%;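 also: plate controls were DMSO vehicle for no effect and wells lacking substrate for full effect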
Dynein transport cytoplasmic EGFP: further read-out of Dynein transport, marked with its call; z-score; measured here: cytoplasmic GR-EGFP intensity; stronger effect = higher value
Dynein transport nuclear GR-EGFP: further read-out of Dynein transport, marked with its call; z-score; measured here: nuclear GR-EGFP intensity;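 lower value marks the stronger effect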
Dynein transport cell count: second read-out of Dynein transport, no call of its own (marks repeat the call); z-score; measured here: cell count per field
Insulin prom up cell count: recorded beside Insulin prom up, whose call it bears; cell count; measured here: cytotoxicity, nuclei count;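 total cells summed across four imaged fields per well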
Hep lipid drop cells 6.5 µM: also measured in Hep lipid drop; calls as there; cell count; measured here: cell count, cytotoxicity flag;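 cells counted across two imaged fields per well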
bCat nuc transl cell count 5 µM: further read-out of bCat nuc transl, marked with its call; cell count; measured here: cell count, cytotoxicity flag
T cell HTS vesicle-bound %: recorded beside T cell HTS, whose call it bears; double positive events, %; measured here: CD8+ vesicle-bound cell fraction;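 binding gate set so that unloaded-vesicle control wells show 10% double positive cells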
MT stabilize HCS Hoechst-high %: also measured in MT stabilize HCS; calls as there; % Hoechst-high responders; measured here: nuclear condensation Hoechst responders;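 share of cells brighter than vehicle mean plus two SD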
MT stabilize HCS cytotoxicity %: recorded beside MT stabilize HCS, whose call it bears; toxicity, %; measured here: cytotoxicity by cell density;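 0% = mean cell density of plate MIN control wells and 100% = no cells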
Myeloid diff MLP GFP+ MAC1+ %: also measured in Myeloid diff MLP; calls as there; GFP+ MAC1+ double positive, %; measured here: differentiation confirmed by MAC1 staining
Active calls of the source: *.

`Clc1cccc(N2CCN(Cc3nnc(-c4ccccc4)o3)CC2)c1` gave Insulin prom up -0.1, TNAP activation fold 1, Dynein transport 1, Hep lipid drop -12, T cell HTS inactive, bCat nuc transl -1.4, Myeloid diff MLP inactive, MT stabilize HCS 3.5, human PMI inhibition 6%, Dynein transport cytoplasmic EGFP -0.13, Dynein transport nuclear GR-EGFP 0.84, Dynein transport cell count -2.5, Insulin prom up cell count 1181, Hep lipid drop cells 6.5 µM 668, bCat nuc transl cell count 5 µM 1077, T cell HTS vesicle-bound % 10, MT stabilize HCS Hoechst-high % 2.7, MT stabilize HCS cytotoxicity % 9.0 and Myeloid diff MLP GFP+ MAC1+ % 7.5.
Screening COC(=O)c1scc(C)c1NC(=O)C(Cl)c1ccccc1 (stereo not drawn) returned Insulin prom up 0.21, TNAP activation fold 1, Dynein transport -0.075, Hep lipid drop -7, T cell HTS inactive, bCat nuc transl 0.0, Myeloid diff MLP inactive, MT stabilize HCS 4.9, human PMI inhibition -23%, Dynein transport cytoplasmic EGFP -0.35, Dynein transport nuclear GR-EGFP 0.28, Dynein transport cell count 0.62, Insulin prom up cell count 1120, Hep lipid drop cells 6.5 µM 681, bCat nuc transl cell count 5 µM 1117, T cell HTS vesicle-bound % 54, MT stabilize HCS Hoechst-high % 2.2, MT stabilize HCS cytotoxicity % 5.5 and Myeloid diff MLP GFP+ MAC1+ % 0.3.
CCCS(=O)(=O)C(=C1NCCO1)S(=O)(=O)CCC was read as TNAP activation fold 1, Dynein transport -0.64, T cell HTS inactive, bCat nuc transl 0.1, Myeloid diff MLP inactive, MT stabilize HCS 4.7, human PMI inhibition 3%, Dynein transport cytoplasmic EGFP -0.31, Dynein transport nuclear GR-EGFP -0.26, Dynein transport cell count -0.1, bCat nuc transl cell count 5 µM 1195, T cell HTS vesicle-bound % 23, MT stabilize HCS Hoechst-high % 4.8, MT stabilize HCS cytotoxicity % 6.1 and Myeloid diff MLP GFP+ MAC1+ % 1.0.
CCNC(=S)N1CCN(CCN=CC2=C(O)CC(c3ccco3)CC2=O)CC1 (stereo not drawn) was read as Insulin prom up 0.34, TNAP activation fold 1.1, Dynein transport -0.74, Hep lipid drop 4, T cell HTS inactive, Myeloid diff MLP inactive, MT stabilize HCS 0.9, human PMI inhibition 7%, Dynein transport cytoplasmic EGFP -0.28, Dynein transport nuclear GR-EGFP -0.55, Dynein transport cell count 0.86, Insulin prom up cell count 867, Hep lipid drop cells 6.5 µM 786, T cell HTS vesicle-bound % 57, MT stabilize HCS Hoechst-high % 1.0, MT stabilize HCS cytotoxicity % 7.9 and Myeloid diff MLP GFP+ MAC1+ % 1.0.
`CC(C)N(C(=O)CC1ON(C)C(=O)N1c1ccc(Cl)cc1)C(C)C` (stereo not drawn) gave Insulin prom up -0.04, TNAP activation fold 1.2, Dynein transport -0.35, Hep lipid drop 18, T cell HTS inactive, bCat nuc transl -4.1, Myeloid diff MLP inactive, MT stabilize HCS 3.3, human PMI inhibition -3%, Dynein transport cytoplasmic EGFP -0.33, Dynein transport nuclear GR-EGFP -0.27, Dynein transport cell count 0.96, Insulin prom up cell count 1297, Hep lipid drop cells 6.5 µM 712, bCat nuc transl cell count 5 µM 1151, T cell HTS vesicle-bound % 28, MT stabilize HCS Hoechst-high % 3.2, MT stabilize HCS cytotoxicity % 5.6 and Myeloid diff MLP GFP+ MAC1+ % 0.3.
For O=C(O)CCC(=O)NCC(=O)c1ccc(F)cc1 the results were Insulin prom up 1.2, Dynein transport -0.078, Hep lipid drop -27, T cell HTS inactive, bCat nuc transl -0.6, Myeloid diff MLP inactive, Dynein transport cytoplasmic EGFP 1, Dynein transport nuclear GR-EGFP 0.078, Dynein transport cell count 0.27, Insulin prom up cell count 1241, Hep lipid drop cells 6.5 µM 562, bCat nuc transl cell count 5 µM 1258, T cell HTS vesicle-bound % 30 and Myeloid diff MLP GFP+ MAC1+ % 0.1.
CC(=O)NCCn1c(SCc2cc(F)ccc2F)nc2ccccc2c1=O was read as TNAP activation fold 1, Dynein transport 0.39, T cell HTS inactive, Myeloid diff MLP inactive, MT stabilize HCS 2.6, human PMI inhibition -3%, Dynein transport cytoplasmic EGFP -0.16, Dynein transport nuclear GR-EGFP -0.71, Dynein transport cell count 0.052, T cell HTS vesicle-bound % 55, MT stabilize HCS Hoechst-high % 1.8, MT stabilize HCS cytotoxicity % 0.7 and Myeloid diff MLP GFP+ MAC1+ % 1.1.
For COc1ccccc1C(=O)N1CCN(C(=O)COc2cccc(C)c2)CC1 the results were Insulin prom up -0.21, TNAP activation fold 1.1, Dynein transport -0.31, Hep lipid drop -17, T cell HTS inactive, bCat nuc transl -0.4, Myeloid diff MLP inactive, MT stabilize HCS 2.0, human PMI inhibition 2%, Dynein transport cytoplasmic EGFP 0.014, Dynein transport nuclear GR-EGFP 0.2, Dynein transport cell count 0.43, Insulin prom up cell count 1997, Hep lipid drop cells 6.5 µM 652, bCat nuc transl cell count 5 µM 1101, T cell HTS vesicle-bound % 23, MT stabilize HCS Hoechst-high % 0.2, MT stabilize HCS cytotoxicity % 40 and Myeloid diff MLP GFP+ MAC1+ % 1.1.
CCCOC(=O)Nc1ccccc1C(N)=O was read as Insulin prom up 0.39, TNAP activation fold 1, Dynein transport 0.057, T cell HTS inactive, bCat nuc transl -3.3, Myeloid diff MLP inactive, MT stabilize HCS 3.2, human PMI inhibition 10%, Dynein transport cytoplasmic EGFP -0.2, Dynein transport nuclear GR-EGFP 0.26, Dynein transport cell count -0.11, Insulin prom up cell count 1058, bCat nuc transl cell count 5 µM 889, T cell HTS vesicle-bound % 40, MT stabilize HCS Hoechst-high % 1.8, MT stabilize HCS cytotoxicity % 4.6 and Myeloid diff MLP GFP+ MAC1+ % 0.8.
COc1ccc(/C=N/NC(=S)Nc2cccc(C(=O)O)c2)cc1OC was read as Insulin prom up -0.17, TNAP activation fold 1.1, Dynein transport -0.62, Hep lipid drop 0, T cell HTS inactive, bCat nuc transl -2.4, Myeloid diff MLP inactive, MT stabilize HCS 2.8, human PMI inhibition 1%, Dynein transport cytoplasmic EGFP -0.27, Dynein transport nuclear GR-EGFP -0.05, Dynein transport cell count 1.1, Insulin prom up cell count 1452, Hep lipid drop cells 6.5 µM 680, bCat nuc transl cell count 5 µM 1155, T cell HTS vesicle-bound % 49, MT stabilize HCS Hoechst-high % 2.6, MT stabilize HCS cytotoxicity % 7.3 and Myeloid diff MLP GFP+ MAC1+ % 0.8.
CCNC(=O)NC(=O)COC(=O)c1ccccc1SCC(=O)NC(=O)NCC was read as Insulin prom up 1.3, TNAP activation fold 1, Dynein transport 0.94, T cell HTS inactive, bCat nuc transl -1.2, Myeloid diff MLP inactive, MT stabilize HCS 1.8, human PMI inhibition 6%, Dynein transport cytoplasmic EGFP -0.21, Dynein transport nuclear GR-EGFP 0.81, Dynein transport cell count -0.93, Insulin prom up cell count 1227, bCat nuc transl cell count 5 µM 937, T cell HTS vesicle-bound % 16, MT stabilize HCS Hoechst-high % 1.7, MT stabilize HCS cytotoxicity % 11 and Myeloid diff MLP GFP+ MAC1+ % 1.0.
O=C(Nc1ccccc1Cl)c1ccc2c(c1)N(Cc1ccc(F)cc1)C(=O)CS2=O (stereo not drawn) was read as Insulin prom up -0.46, TNAP activation fold 1.1, Dynein transport -0.46, T cell HTS inactive, bCat nuc transl -2.3, Myeloid diff MLP inactive, MT stabilize HCS 2.5, human PMI inhibition 3%, Dynein transport cytoplasmic EGFP -0.26, Dynein transport nuclear GR-EGFP 0.39, Dynein transport cell count 0.73, Insulin prom up cell count 1364, bCat nuc transl cell count 5 µM 553, T cell HTS vesicle-bound % 67, MT stabilize HCS Hoechst-high % 1.9, MT stabilize HCS cytotoxicity % 8.4 and Myeloid diff MLP GFP+ MAC1+ % 1.6.
`Cc1nc(C)c(-c2csc(Nc3cccnc3)n2)s1` gave Insulin prom up -0.61, TNAP activation fold 1.1, Dynein transport 1.2, Hep lipid drop 24, T cell HTS inactive, Myeloid diff MLP inactive, MT stabilize HCS 3.2, human PMI inhibition 21%, Dynein transport cytoplasmic EGFP -0.28, Dynein transport nuclear GR-EGFP 0.59, Dynein transport cell count 0.94, Insulin prom up cell count 1113, Hep lipid drop cells 6.5 µM 724, T cell HTS vesicle-bound % 38, MT stabilize HCS Hoechst-high % 3.3, MT stabilize HCS cytotoxicity % 10 and Myeloid diff MLP GFP+ MAC1+ % 5.2.

Rows were taken by chance; about 3% have a hit in one of these screens.
